PG9 Ab binder: binders of HIV-1 gp120 antibody PG9, primary screen, biochemical, TR-FRET. HIV-1 gp120 / PG9 antibody interaction. TR-FRET gp120-PG9 antibody binding. inhibition, % at 6.7 µM. 0.43% of 360,000 active; in the data active = inhibition above about 8.5%
UHRF1 binding: UHRF1 methylated DNA binding inhibitors, primary screen, counter-screen for MBD2 inhibitor project, biochemical, TR-FRET, human UHRF1, single concentration | 0.75% of 370,000 active | inhibition, % at 4.4 µM | E3 ubiquitin-protein ligase UHRF1 (Homo sapiens), Q96T88 | UHRF1 binding to methylated oligo; in the data active = inhibition above about 21%;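 also: UHRF1 SRA domain binding a hemimethylated CpG hairpin DNA probe; 0% = median of test compound wells and 100% = reference inhibitor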
mABHD4 FP: ABHD4 inhibitors, primary screen, biochemical, fluorescence polarization, mouse; inhibition, % at 8.92 µM; 0.54% of 370,000 active; AID 720543, 2013; (Lyso)-N-acylphosphatidylethanolamine lipase (Mus musculus), Q8VD66; purified mABHD4, FP-Rh probe fluorescence polarization;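 active = inhibition exceeding the mean over every tested compound plus 3 SD, cut at about 30% in these data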;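 also: 0% = plate median of compound wells and 100% = S159A mutant with DMSO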
Target sequence (Q8VD66 whole entry, looked up): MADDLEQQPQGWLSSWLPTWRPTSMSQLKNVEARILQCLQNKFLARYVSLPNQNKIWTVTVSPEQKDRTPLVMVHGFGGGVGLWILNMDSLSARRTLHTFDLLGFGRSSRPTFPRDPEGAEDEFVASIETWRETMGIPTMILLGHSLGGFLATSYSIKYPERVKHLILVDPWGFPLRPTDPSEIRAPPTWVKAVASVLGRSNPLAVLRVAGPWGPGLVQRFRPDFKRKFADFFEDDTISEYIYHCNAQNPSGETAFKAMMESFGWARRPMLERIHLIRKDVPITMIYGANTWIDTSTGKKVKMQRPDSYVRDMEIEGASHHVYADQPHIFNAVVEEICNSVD
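Assay system: mouse ABHD4 enzyme, wild type / Also added: fluorescent activity-based probe FP-Rh / Doses: single nominal dose of 8.92 µM, 0.89% DMSO final / Timing: 45 min compound pre-incubation plus 60 min probe step, 25 °C / Signal: FP readout, ex 525 nm / em 598 nm / Control set: S159A mutant/DMSO as 100%, compound-well median as 0%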
TCR CD3 inh: inhibitors of human TCR-CD3 interaction, primary screen, biochemical, fluorescence, TAMRA-labeled TCR probe. T-cell receptor (TCR). inhibition, % at 9.4 µM. 0.37% of 360,000 active. AID 651800, 2012; in the data active = inhibition above about 19%;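 also: recombinant mutant TCR 2C K166C tagged with TAMRA read by polarization; 0% = receptor in buffer alone and 100% = receptor with positive control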
LEDGF integ inh: blockers of LEDGF/p75-dependent integrase strand transfer – biochemical, TR-FRET, high throughput, primary screen. HIV-1 integrase (with human LEDGF/p75). TR-FRET IN-LEDGF/p75 DNA integration, Eu/Cy5. inhibition, % at 3.7 µM. 0.64% of 370,000 active. AID 743269, 2014;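 active = inhibition above the screen-wide mean plus 3 SD, cut at about 13% in these data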;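 also: signal is the Cy5 over europium emission ratio at 671 and 618 nm; 0% = plate median of compound wells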
NR1D1 modulator: modulators of Rev-erb alpha DNA binding, primary screen, biochemical, FITC-DNA, fluorescence polarization, uHTS; Nuclear receptor subfamily 1 group D member 1 (Homo sapiens), P20393; Rev-erbα–FITC-DNA binding, 90 min; activity, % at 10 µM; 0.79% of 370,000 active; AID 1259318, 2017;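 active = activity above about 14%, limit read from the data; passing the limit was not always enough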;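 also: 0% = DMSO wells with 35 nM protein and 100% = DMSO wells with 750 nM protein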
rCAG binder: binders of r(CAG) RNA repeats, primary screen, biochemical, fluorescence | r(CAG) RNA repeat, TO-PRO-1 dye displacement fluorescence | inhibition, % at 3 µM | 1.3% of 370,000 active | AID 651821, 2012;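 active = inhibition above the plate cutoff, the mean of all test compounds on that plate plus 3 SD, cut at about 35% in these data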;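 also: 0% = DMSO alone and 100% = 100 µM mitoxantrone as full dye displacement; higher means more dye released from RNA so lower well fluorescence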
HTRA1 inh: HTRA1 serine protease inhibitors, primary screen, biochemical, fluorescence polarization, HTS. Q92743. recombinant HTRA1, FP-rhodamine activity-based probe. inhibition, % at 5.96 µM. 0.5% of 340,000 active. AID 504803, 2011; in the data active = inhibition above about 36%;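 also: 0% = enzyme with DMSO and 100% = wells lacking enzyme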
Target sequence (Q92743 whole entry, looked up): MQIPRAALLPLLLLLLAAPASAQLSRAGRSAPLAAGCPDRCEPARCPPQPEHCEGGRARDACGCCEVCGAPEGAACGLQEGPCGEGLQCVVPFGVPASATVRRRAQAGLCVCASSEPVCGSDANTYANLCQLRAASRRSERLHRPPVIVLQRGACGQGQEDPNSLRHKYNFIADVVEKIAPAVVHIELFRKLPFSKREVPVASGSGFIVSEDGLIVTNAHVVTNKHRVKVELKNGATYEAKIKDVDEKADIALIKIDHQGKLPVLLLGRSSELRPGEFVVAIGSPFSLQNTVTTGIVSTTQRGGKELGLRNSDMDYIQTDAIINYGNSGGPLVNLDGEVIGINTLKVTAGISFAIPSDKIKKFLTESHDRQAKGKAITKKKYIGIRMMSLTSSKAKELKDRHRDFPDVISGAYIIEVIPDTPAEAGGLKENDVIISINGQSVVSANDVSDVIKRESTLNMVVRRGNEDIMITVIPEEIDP
PRMT1 FP inh: PRMT1 methyltransferase inhibitors, primary screen, biochemical, fluorescence polarization. Protein arginine N-methyltransferase 1 (Homo sapiens), Q99873. recombinant PRMT1, activity-based probe fluorescence polarization. inhibition, % at 2.79 µM. 1.3% of 370,000 active;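 active = inhibition above about 21% made by adding two undisclosed values, limit read from the data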
MBD2 inh: inhibitors of MBD2 binding to methylated DNA, primary screen, biochemical, TR-FRET, DNA-binding domain, human; MBD2 binding to methylated oligonucleotide; inhibition, % at 4.4 µM; 0.31% of 370,000 active; AID 686964, 2013; in the data active = inhibition above about 13%
* marks the source's active call; other numbers are inactive results; / = not tested or not shown.

SMILES	PG9 Ab binder	UHRF1 binding	mABHD4 FP	TCR CD3 inh	LEDGF integ inh	NR1D1 modulator	rCAG binder	HTRA1 inh	PRMT1 FP inh	MBD2 inh
COc1ccc(OC(C)C(=O)Nc2cccnc2)cc1 (stereo unspecified)	1.1	0	-4	1	-2	-1	2	0	-1	-5
c1ccc(Cn2nnc3c(Nc4ccc5c(c4)OCO5)nc(C4CC4)nc32)cc1	-1.6	-1	12	-3	-1	5	7	11	-1	-2
Cc1cc(C)c2cc(C#N)c(SCC(=O)Nc3ccc4c(c3)OCO4)nc2c1	4.3	-3	1	3	0	62*	2	0	0	-1
C=CCN1[C@H](C)COc2cc(N3CCSCC3)ccc2S1(=O)=O	/	0	-5	/	3	-4	-1	/	-5	4
Cc1ccc(NC(=O)/C=C/c2ccc([N+](=O)[O-])s2)cc1	-0.3	2	6	9	-2	4	2	4	-5	-1
Nc1cc(N)nc(SCC(=O)NC(=O)NC2CCCC2)n1	-1.6	-1	-9	-2	3	3	3	8	-2	-1
COc1ccc(C(=O)OCC(=O)NC(C)(C)C)cc1[N+](=O)[O-]	-2.4	0	1	0	-3	0	-4	0	2	1
COc1ccccc1CN1CC(C(=O)N(C)Cc2[nH]c3ccccc3c2C)CCC1=O (stereo unspecified)	-0.5	1	4	-11	-4	0	-7	14	-1	1
COc1cc([N+](=O)[O-])ccc1NC(=O)NNC(=O)C(C)Oc1ccc(F)cc1F (stereo unspecified)	-0.4	-2	6	6	3	-4	6	-8	-8	-3
CC1(C)CC(=O)C=C(c2cccc(OC(=O)c3ccc(Br)cc3)c2)C1=O	-2.1	0	3	7	-1	-3	3	-18	-1	1
C=C1CCC2C(C)(C(=O)O)CCCC2(C)C1CCC(CO)CCO (stereo unspecified)	0.5	-2	1	9	0	-3	8	/	-1	4
CC(C)c1ccc(NC(=O)C2CCCN(S(=O)(=O)c3cccnc3)C2)cc1 (stereo unspecified)	-0.2	2	3	0	-1	-5	-2	0	0	-1
CCCCC(=O)Nc1cnc(NC(=O)c2cccs2)cc1C	-0.5	-2	-2	-1	3	5	-1	-10	0	3
O=C(N/N=C/c1ccc(Cl)cc1Cl)c1ccncc1	-2.6	0	-2	-11	-2	1	-2	1	1	1
COc1ccccc1CNC(=O)c1ccc2c(=O)n3c(nc2c1)CCCCC3	-2.8	3	-11	2	3	-3	2	-6	-2	-4
Cc1[nH]c2ccc(C(=O)OCCN(C)C)cc2c1C	0.2	1	8	-8	0	1	-3	2	-2	3
CC1CCN(c2ccc(C(=O)NCc3ccc4c(c3)OCO4)cc2[N+](=O)[O-])CC1	-1.1	-2	-3	4	1	0	4	-18	-1	-4
CC(=O)C1=C(C)NC(=S)NC1c1cc([N+](=O)[O-])ccc1O (stereo unspecified)	-0.8	-2	4	6	0	2	3	1	2	-6
O=C(Nc1ccc(Oc2ccccc2)nc1)C1CCCCN1Cc1cccc(OCCO)c1 (stereo unspecified)	-1.7	-1	-8	-1	-3	-3	2	-15	7	-4
CCCOc1ccc(CC(=O)N/N=C\c2ccc(F)cc2)cc1	-1.5	-2	-7	-8	0	1	-3	-14	-3	3

Sorted by count of non-hydrogen atoms (largest number first): part of the list above
SMILES	PG9 Ab binder	UHRF1 binding	mABHD4 FP	TCR CD3 inh	LEDGF integ inh	NR1D1 modulator	rCAG binder	HTRA1 inh	PRMT1 FP inh	MBD2 inh
Cc1cc(C)c2cc(C#N)c(SCC(=O)Nc3ccc4c(c3)OCO4)nc2c1	4.3	-3	1	3	0	62*	2	0	0	-1
CC1(C)CC(=O)C=C(c2cccc(OC(=O)c3ccc(Br)cc3)c2)C1=O	-2.1	0	3	7	-1	-3	3	-18	-1	1
C=CCN1[C@H](C)COc2cc(N3CCSCC3)ccc2S1(=O)=O	/	0	-5	/	3	-4	-1	/	-5	4
COc1ccc(C(=O)OCC(=O)NC(C)(C)C)cc1[N+](=O)[O-]	-2.4	0	1	0	-3	0	-4	0	2	1
CC(=O)C1=C(C)NC(=S)NC1c1cc([N+](=O)[O-])ccc1O (stereo unspecified)	-0.8	-2	4	6	0	2	3	1	2	-6
COc1ccc(OC(C)C(=O)Nc2cccnc2)cc1 (stereo unspecified)	1.1	0	-4	1	-2	-1	2	0	-1	-5
O=C(N/N=C/c1ccc(Cl)cc1Cl)c1ccncc1	-2.6	0	-2	-11	-2	1	-2	1	1	1

2 of the compounds above, with values under each structure:
Results follow in this order: PG9 Ab binder	UHRF1 binding	mABHD4 FP	TCR CD3 inh	LEDGF integ inh	NR1D1 modulator	rCAG binder	HTRA1 inh	PRMT1 FP inh	MBD2 inh
CCCOc1ccc(CC(=O)N/N=C\c2ccc(F)cc2)cc1
  -1.5	-2	-7	-8	0	1	-3	-14	-3	3
Cc1ccc(NC(=O)/C=C/c2ccc([N+](=O)[O-])s2)cc1
  -0.3	2	6	9	-2	4	2	4	-5	-1

Later entries
SMILES	PG9 Ab binder	UHRF1 binding	mABHD4 FP	TCR CD3 inh	LEDGF integ inh	NR1D1 modulator	rCAG binder	HTRA1 inh	PRMT1 FP inh	MBD2 inh
COC(=O)c1cc2c(-c3ccccc3)cc3ccccn3c-2c1C(=O)OC	3.5	-6	15	2	0	-4	4	11	6	-13
O=C1OCCC1Sc1nc2ccccc2n1-c1ccccc1 (stereo unspecified)	2.2	-1	-4	-7	3	-6	-4	-4	1	2
Cc1cc([N+](=O)[O-])nn1CC(=O)NCc1ccc(Cl)cc1	-1.3	-3	-1	-1	7	-3	-2	4	-5	0
Cc1cc(C=O)c(C)n1-c1ccc(N2CCOCC2)c([N+](=O)[O-])c1	-2.3	0	8	2	-9	4	-3	-7	2	-6
Cn1c2ccccc2c(=O)c2c(=O)n(Cc3ccccc3)c(-c3ccc(F)cc3)nc21	21*	0	-1	9	-1	28*	-1	8	-5	-2
CN1CCN(Cc2nc3ccccc3c(=O)n2Cc2nc(-c3cccc([N+](=O)[O-])c3)cs2)CC1	-1.2	-3	7	-1	-7	5	-2	/	19	-4
O=C(Cc1ccccc1)c1ccccn1	0.0	-1	17	1	-2	-6	11	16	2	2
CCc1ccc2c(c1)C(c1ccc(N3CCOCC3)cc1)=NNC(c1ccncc1)=N2	-1.5	0	6	-1	2	-2	1	3	0	5
CCCNC(=O)C1(C)CCCN(Cc2ccc(-c3ccccn3)cc2)C1 (stereo unspecified)	0.5	2	0	-6	5	1	-5	/	3	-5
Cc1cc(N2CCC(C)CC2)nc(-c2ccccc2O)n1	0.6	1	1	-3	-4	1	-1	-10	3	4
CC(C)N=Cc1c(O)[nH]c2ccccc12	-4.1	-4	0	2	-2	0	-2	-3	-4	0
COc1ccccc1C(=O)NCCc1c(C)[nH]c2c(C)ccc(F)c12	0.4	0	-2	-2	-4	-10	-1	-8	0	-4
C/C(N)=C(/C#N)C(=O)COC(=O)c1cc(S(=O)(=O)N2CCCCC2)ccc1C	-0.8	-3	-4	5	-1	-4	-1	5	-2	2
O=C(Nc1ccc2oc(-c3ccncc3)nc2c1)c1ccccc1	-0.4	9	5	-1	-1	5	-3	0	2	6
Cc1nnc(NC(=O)c2ccc(S(=O)(=O)N(C)c3ccccc3)cc2)s1	1.9	-2	0	5	-2	-1	7	1	0	-5
O=C(O)C(c1ccccc1)C(c1ccccc1)c1ccccc1 (stereo unspecified)	0.3	4	-1	-7	3	4	3	0	-1	-1
COc1ccc(CCNC(C(=O)Nc2cc(C)cc(C)c2)c2ccccc2)cc1 (stereo unspecified)	0.7	3	-24	-3	-5	3	-6	-50	9	8
Cc1ccc(S(=O)(=O)N2C[C@H]3n4c(=O)ccc(=O)n4C[C@H](OC(=O)NCc4ccco4)[C@@]3(O)C2)cc1	-3.9	0	3	-1	-3	-6	4	-2	7	0
CCn1c(SCC(=O)N/N=C/c2cc(OC)c(O)c(OC)c2)nc2ccccc21	-0.6	0	8	2	-1	1	-2	-3	-4	0
Cc1cc(C)n2nc(C(=O)N3CCN(c4ccc([N+](=O)[O-])cc4)CC3)nc2n1	1.0	11	3	2	-4	-3	-2	6	3	4
O=C(NCc1ccccc1)c1cccc(NC(=O)C2CCCC2)c1	0.6	-4	7	-4	-3	-8	0	-2	-2	0
O=C(CCc1ccc(S(=O)(=O)N2CCOCC2)cc1)N/N=C/c1ccc(F)cc1F	-0.6	1	-4	8	4	3	-3	1	-3	2
COc1ccc(NC(=O)c2cc(C)nc3ccccc23)cc1S(=O)(=O)N1CCOCC1	-1.3	0	-4	8	0	-2	3	4	0	-4
CCOc1cc(/C=N\NC(=O)OC)ccc1OC(=O)c1ccco1	0.3	3	5	1	0	-7	-4	2	3	-1
CCCNC(=O)c1cc(C2CCCCN2S(C)(=O)=O)on1 (stereo unspecified)	-0.5	-3	-2	-1	4	-2	1	/	-3	2
CC(C)CNS(=O)(=O)c1ccc(CCC(=O)N2CCCC2)cc1	-2.5	-1	-11	3	1	-4	-4	-4	0	-1
Cc1ccc2nc(N3CCN(c4ccccc4F)CC3)c(C=O)c(=O)n2c1	1.3	-3	0	2	-1	5	0	6	0	2
CCN(CC(=O)NCc1cccs1)C(=O)c1ccc(C)o1	0.7	1	-1	-8	1	2	4	1	-2	-4

The list is partial; the hit share may differ from the screen's.
